TcdB GH inh = blocks C. difficile toxin B glycohydrolase activity; TcdB glycohydrolase enzymatic assay, plate reader; inhibition, % at 9.99 µM; 0.24% of 350,000 active; AID 652162; in the data active = inhibition above about 10%
Vc quorum ag = inducers of Vibrio cholerae quorum light production without autoinducers. AID 588436. V. cholerae BH1578 lux reporter, luminescence, 6 h. 0.16% of 350,000 active. activation, % at 18.7 µM; in the data active = activation mostly above about 9.7%, no sharp cut-off; also: not every result past the cut was called active; inactives centre near 0; reference of the scale not given here
3CLpro inhibitor = SARS-CoV 3CLpro protease inhibition. inhibition, % at 6 µM. recombinant SARS-CoV 3CLpro, quenched FRET peptide cleavage. AID 1706. 0.14% of 290,000 active. P0C6X7; in the data active = inhibition above about 12%
CCHF vOTU inh = blocks the CCHF virus ovarian tumor domain protease | CCHFV vOTU protease, Pep-AMC fluorescence | inhibition, % at 11.5 µM | 0.55% of 370,000 active; in the data active = inhibition above about 30%; also: 0% = vehicle wells with enzyme and 100% = no enzyme wells
Rv3671c protease = inhibitors of M. tuberculosis serine protease Rv3671c. P9WHR9. inhibition, % at 5.96 µM. 0.048% of 320,000 active. AID 2606; in the data active = inhibition above about 38%;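 also: extracellular domain of Rv3671c used as enzyme; 0% = enzyme with DMSO and 100% = no enzyme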
Target sequence (P9WHR9 whole entry, looked up, the tested form may be a part): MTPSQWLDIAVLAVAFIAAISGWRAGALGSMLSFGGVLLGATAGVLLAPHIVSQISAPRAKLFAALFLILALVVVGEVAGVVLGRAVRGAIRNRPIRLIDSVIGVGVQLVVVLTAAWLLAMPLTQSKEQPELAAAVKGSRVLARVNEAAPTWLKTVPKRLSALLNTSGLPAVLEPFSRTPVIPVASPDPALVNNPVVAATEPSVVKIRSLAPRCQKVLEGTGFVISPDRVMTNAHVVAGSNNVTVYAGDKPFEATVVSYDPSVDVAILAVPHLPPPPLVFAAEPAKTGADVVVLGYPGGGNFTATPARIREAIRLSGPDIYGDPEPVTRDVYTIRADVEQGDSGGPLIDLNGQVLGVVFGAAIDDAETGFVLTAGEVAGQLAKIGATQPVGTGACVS
PrPC TRFRET = inhibitors of human cell surface prion protein PrPC | P04156 | TR-FRET read-out | inhibition, % at 13.8 µM | 0.43% of 370,000 active; in the data active = inhibition above about 24%; also: 0% = median of the test wells and 100% = reference compound wells
SSB-PriA inh = blocks PriA binding to SSB C-terminal tail; 0.6% of 430,000 active; AlphaScreen SSBct-PriA binding, biotinylated peptide; inhibition, % at 33 µM; in the data active = inhibition mostly above about 37%, no sharp cut-off; inactive = mostly below about 20%;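 also: plate controls were negative control peptide for no effect and reference peptide for full effect; strong numbers were not always called active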
VHR inh abs = DUSP3 (human) phosphatase inhibition. AID 1654. inhibition, % at 13.3 µM. recombinant VHR phosphatase, pNPP absorbance. 0.52% of 290,000 active; in the data active = inhibition above about 50%; also: some compounds called inactive have numbers as strong as hits
Target sequence (P51452 whole entry, looked up): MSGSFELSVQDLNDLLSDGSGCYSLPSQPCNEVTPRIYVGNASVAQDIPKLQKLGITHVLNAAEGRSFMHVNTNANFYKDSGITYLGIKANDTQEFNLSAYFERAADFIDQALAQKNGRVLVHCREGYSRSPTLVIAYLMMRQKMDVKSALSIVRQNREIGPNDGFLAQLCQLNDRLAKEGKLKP
MazEF act = activators of E. coli MazEF toxin-antitoxin RNase. FAM/BHQ RNA-DNA oligo cleavage fluorescence, 5 h. activation, % at 20 µM. 0.32% of 350,000 active. AID 504720; in the data active = activation above about 50%
Target sequence (P0AE70 whole entry, looked up): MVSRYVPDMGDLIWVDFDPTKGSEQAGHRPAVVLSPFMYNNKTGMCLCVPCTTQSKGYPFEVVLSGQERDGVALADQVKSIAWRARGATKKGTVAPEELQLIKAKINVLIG
Y pestis TopoI = inhibitors of Yersinia pestis topoisomerase I. Y. pestis Topo-I cleavage product accumulation, plate reader. activity, % at 10 µM. 0.064% of 360,000 active. AID 504884; in the data active = activity above about 50%, passing the limit was not always enough; also: inactives centre near 2
The depositor's hits bear a star; i = inactive; . = no result given; & = joins results of further samples.

SMILES	TcdB GH inh	Vc quorum ag	3CLpro inhibitor	CCHF vOTU inh	Rv3671c protease	PrPC TRFRET	SSB-PriA inh	VHR inh abs	MazEF act	Y pestis TopoI
CCOc1ccc(C(C)=O)cc1Cc1c(O)[nH]c(=S)[nH]c1=O	0.9	i	5	-4	.	-3	-2	47	-19	-2
C/C(=N\NS(=O)(=O)c1ccc(C)cc1)c1ccc(C)s1	.	-0.7	4	5	2	3	.	44	-3	-8
CSc1ccc(Cl)c(C(=O)NNC(=O)c2csc(N3CCOCC3)n2)c1	0.8	-0.7	.	-8	0	-2	-5	.	1	-4
O=c1[nH][nH]c(-c2ccccc2)c1C=Nc1ccc(C(F)(F)F)cc1	1.0	i	4	9	-1	8	8	2	5	-6
O=C(O)/C=C/c1coc2ccccc2c1=O	0.2	-0.3	-7	-6	-12	-5	-16	-7	4	1
Cc1ccc(NS(=O)(=O)c2cccc(C(=O)OCC(=O)NCc3ccco3)c2)cc1	.	-0.5	-9	-2	-8	1	-5	3	-6	-3
CN(C)c1ccc(C(=O)N2CCC2(C)C(=O)O)cc1 (configuration not stated)	0.9	-0.7	.	-4	.	-2	.	.	.	3
O=C(CNC(=O)c1ccc2c(c1)S(=O)(=O)N=C1CCCCCN12)Nc1ccc(F)c(F)c1	3.3	-1.8	.	-3	-3	4	2	.	6	-2
CC(C)CC(NC(=O)c1ccc(Cl)cc1Cl)C(=O)O (configuration not stated)	.	.	-8	-7	12	7	2	23	-2	14
Cc1cc(Cl)ccc1NC(=S)N1CCN(Cc2ccc3c(c2)OCO3)CC1	-1.4	-0.2	-5	9	2	3	-6	34	-1	3
Cc1cc(N/N=C/c2ccccc2[N+](=O)[O-])nc(-n2nc(C)cc2C)n1	-0.5	i	1	3	13	8	i	26	7	-5
C/C(=N\n1c(C)cc(C)c(C#N)c1=O)c1cccs1	0.9	0.9	1	.	-2	.	.	35	2	10
N#Cc1cc2c(nc1SCc1cccnc1)CCC2	.	0.5	-2	7	3	7	-10	8	5	9
CC(=O)c1ccc2c(c1)OCCOCCOCCOCCO2	.	i	-4	.	7	.	-4	21	7	-9
CCSc1nnc(NC(=O)c2nn(C(C)C)c(=O)c3ccccc23)s1	.	-7.1	1	-5	4	0	-24	3	0	5
O=C(NCc1cccs1)C1CCC(CNS(=O)(=O)c2ccccc2)CC1 (configuration not stated)	1.3	.	0	-4	-1	0	1	28	5	8
CCn1cc(C(=O)NCc2ccccc2)c(=O)c2cc(F)c(N3CCN(C(=O)c4ccco4)CC3)cc21	.	-0.7	-4	4	-17	-5	13	2	2	-3
Cc1cccc(N(C(=O)CCC(=O)Nc2cc(C)on2)C(C(=O)NC2CCCC2)c2ccc(C)o2)c1 (configuration not stated)	.	1.5	-1	6	-1	-6	-10	18	3	12
Cc1ccc(OCc2cc(C(=O)NCC(C)c3ccccc3)no2)cc1C (configuration not stated)	0.8	-1.2	4	3	0	4	2	4	0	48
Cc1nc(C(=O)NNC(=O)c2cccc(Cl)c2)c(C(F)(F)F)o1	1.6	-1.9	4	-1	-6	-3	-5	22	3	0
COc1ccc(-c2cn(-c3ccc(Br)cc3)c3[n+]2CCS3)cc1	-0.3	i	-2	8	3	-5	-4&-10	8	10	10
Clc1ccc(-c2nnc(SCc3nc(-c4ccccc4)no3)o2)cc1	-1.0	-0.2	0	4	-4	8	-11	0	-4	2
C/C(=N\NC(=O)c1ccc(CSc2nncn2C)cc1)c1ccc2ccccc2c1	-0.9	i	-2	-14	6	-6	.	-2	0	16
COc1cc(C(=O)NCCOc2ccccc2C)c(Br)c(OC)c1OC	0.0	i	0	10	-6	-6	-13	-2	-1	1
Cc1ccc(NC(=O)CCS(=O)(=O)c2cc3[nH]c(=O)c(=O)[nH]c3cc2C)cc1	-0.9	i	-7	11	9	5	-5	-22	2	-12
O=C1CN(C(=O)COC(=O)CCS(=O)(=O)c2ccccc2Cl)c2ccccc2N1	-0.6	-0.7	.	-3	7	-4	-21	.	-3	-6
CN(CCO)S(=O)(=O)c1ccc2c(c1)C(=O)c1cc(S(=O)(=O)N(C)CCO)ccc1-2	-0.2	-0.4	-5	-17	6	-57	-23	-6	-6	-2
CC1(C)CC(=O)C2=C(C1)N(c1ccc(F)cc1)C(N)=C(C#N)C2c1cccs1 (configuration not stated)	.	-0.6	5	3	6	-2	9	20	8	6
Cc1ccc(NS(=O)(=O)c2ccc3oc(=O)ccc3c2)cc1Cl	0.9	i	-1	-1	-10	6	12	-20	0	-7
Nc1nonc1-n1nnc(C(=O)N/N=C/c2ccc(OCc3ccccc3F)cc2)c1CNc1ccccc1	2.1	12	0	16	-17	1	.	11	0	-1
CC12CCC(C(N)C1=O)C2(C)C (configuration not stated)	0.5	-3.4	.	6	.	2	-8	.	4	0
CCCC(CCC)C(=O)Nc1cccc(-c2cn3c(n2)SCC3)c1	0.1	-0.3	2	7	-3	12	10	7	4	12
COC(=O)c1ccc(C(=O)Nc2nnc(-c3cccnc3)o2)cc1	1.7	.	2	-6	13	0	.	36	.	.
CC(C)N1CC(COc2ccc(Cl)cc2Cl)OC1=O (configuration not stated)	2.0	0.6	1	-6	0	-1	-12	10	4	5
Cc1ccc2nc(NC(=O)CN3CCN(c4ccccn4)CC3)sc2c1	1.4	i	-1	-8	-4	2	-10	15	6	16
COc1ccc(N2CCN(C(=O)c3cc4c(s3)CCCCC4)CC2)cc1	-4.0	0.4	.	21	7	8	25	.	-9	20
Cc1ccc(-c2nn(-c3ccccc3)cc2C2SCC(=O)N2Cc2ccccc2)o1 (configuration not stated)	0.4	-0.3	1	1	-10	10	-3	41	0	38
CCOCCCNC(=O)C(c1ccc(C)cc1)N(Cc1cccs1)C(=O)c1ccccc1O (configuration not stated)	0.3	i	0	-11	-8	-6	-10	25	6	30
COCCNC(=O)c1ccccc1NS(=O)(=O)c1ccc(C)c([N+](=O)[O-])c1	-0.5	-0.4	-6	-4	2	2	-7	-11	-5	1
COCCCNC(=O)c1cccc2c(-c3cccc(C(N)=O)c3)coc12	0.4	i	.	-8	.	7	.	.	.	13
NC(=O)C1CC=CCC1C(=O)OCC(Cl)=C(Cl)Cl (configuration not stated)	.	-0.4	-5	2	-2	-6	-11	15	0	2
CC(=O)NCCSCCNC(C)=O	.	3.1	-2	10	4	6	-5	15	-1	-4
Cc1ccc(NC(=O)c2cc(S(=O)(=O)N(C)C)ccc2N2CCCC2)cc1F	-0.8	-3.6	2	11	-4	63*	-1	21	5	10
CN(C)CCCNC(=S)N1CCC(c2nc3ccccc3[nH]2)CC1	-0.7	-0.4	-5	-14	-1	-2	-2	14	8	4
CN(C)c1ccc(C(=O)Nc2ccc(S(=O)(=O)NC3=NCCCCC3)cc2)cc1	.	-0.1	0	-1	8	-7	2	20	4	13

15 structures already listed, ordered by formula weight, smallest number first.
SMILES	TcdB GH inh	Vc quorum ag	3CLpro inhibitor	CCHF vOTU inh	Rv3671c protease	PrPC TRFRET	SSB-PriA inh	VHR inh abs	MazEF act	Y pestis TopoI
CC12CCC(C(N)C1=O)C2(C)C (configuration not stated)	0.5	-3.4	.	6	.	2	-8	.	4	0
CC(=O)NCCSCCNC(C)=O	.	3.1	-2	10	4	6	-5	15	-1	-4
CC(C)N1CC(COc2ccc(Cl)cc2Cl)OC1=O (configuration not stated)	2.0	0.6	1	-6	0	-1	-12	10	4	5
NC(=O)C1CC=CCC1C(=O)OCC(Cl)=C(Cl)Cl (configuration not stated)	.	-0.4	-5	2	-2	-6	-11	15	0	2
COC(=O)c1ccc(C(=O)Nc2nnc(-c3cccnc3)o2)cc1	1.7	.	2	-6	13	0	.	36	.	.
CCCC(CCC)C(=O)Nc1cccc(-c2cn3c(n2)SCC3)c1	0.1	-0.3	2	7	-3	12	10	7	4	12
CN(C)CCCNC(=S)N1CCC(c2nc3ccccc3[nH]2)CC1	-0.7	-0.4	-5	-14	-1	-2	-2	14	8	4
COCCCNC(=O)c1cccc2c(-c3cccc(C(N)=O)c3)coc12	0.4	i	.	-8	.	7	.	.	.	13
Cc1ccc2nc(NC(=O)CN3CCN(c4ccccn4)CC3)sc2c1	1.4	i	-1	-8	-4	2	-10	15	6	16
COCCNC(=O)c1ccccc1NS(=O)(=O)c1ccc(C)c([N+](=O)[O-])c1	-0.5	-0.4	-6	-4	2	2	-7	-11	-5	1
Cc1ccc(NC(=O)c2cc(S(=O)(=O)N(C)C)ccc2N2CCCC2)cc1F	-0.8	-3.6	2	11	-4	63*	-1	21	5	10
CN(C)c1ccc(C(=O)Nc2ccc(S(=O)(=O)NC3=NCCCCC3)cc2)cc1	.	-0.1	0	-1	8	-7	2	20	4	13
Cc1ccc(-c2nn(-c3ccccc3)cc2C2SCC(=O)N2Cc2ccccc2)o1 (configuration not stated)	0.4	-0.3	1	1	-10	10	-3	41	0	38
CCOCCCNC(=O)C(c1ccc(C)cc1)N(Cc1cccs1)C(=O)c1ccccc1O (configuration not stated)	0.3	i	0	-11	-8	-6	-10	25	6	30
Nc1nonc1-n1nnc(C(=O)N/N=C/c2ccc(OCc3ccccc3F)cc2)c1CNc1ccccc1	2.1	12	0	16	-17	1	.	11	0	-1

An excerpt of these results, with two lines to a compound.
Every second line gives: TcdB GH inh	Vc quorum ag	3CLpro inhibitor	CCHF vOTU inh	Rv3671c protease	PrPC TRFRET	SSB-PriA inh	VHR inh abs	MazEF act	Y pestis TopoI
- CN(C)CCCNC(=S)N1CCC(c2nc3ccccc3[nH]2)CC1
 : -0.7	-0.4	-5	-14	-1	-2	-2	14	8	4
- CC(=O)NCCSCCNC(C)=O
 : .	3.1	-2	10	4	6	-5	15	-1	-4

Additional records.
SMILES	TcdB GH inh	Vc quorum ag	3CLpro inhibitor	CCHF vOTU inh	Rv3671c protease	PrPC TRFRET	SSB-PriA inh	VHR inh abs	MazEF act	Y pestis TopoI
Cc1ccn2cc(-c3cccc(NC(=O)C(C)C)c3)nc2c1	0.3	-0.3	-6	-2	-7	4	-13	14	5	-6
O=C(O)c1ccccc1-c1ccccc1C(=O)NCc1ccccc1Cl	-3.1	-0.2	-2	-9	-9	-1	-13	22	2	4
COc1ccc(S(=O)(=O)N2CCN(Cc3ccc4c(c3)OCO4)CC2)cc1F	0.5	-0.5	1	10	0	-5	-14	-23	-11	23
NC(=O)c1cnn(Cc2ccc(Cl)cc2)c1N	.	-0.4	-2	-4	-4	2	-11	5	4	-4
CC1CCN(C(=O)CCc2ccc(Oc3cc([N+](=O)[O-])cc([N+](=O)[O-])c3)cc2)CC1	0.3	-0.4	1	12	4	-17	26	5	-8	34
COc1ccccc1OCc1nc2ccccc2s1	.	-0.7	0	11	-2	-11	-61	23	-6	-9
O=C(NC1CCCCC1)C(c1cccs1)N(C(=O)c1ccccn1)c1ccccc1 (configuration not stated)	0.1	i	1	-7	-2	-6	-8	-5	-1	6
COc1cc2c(cc1OC)C(C)N(C(=O)C1=NN(c3cccc(C)c3)C(=O)CC1)CC2 (configuration not stated)	1.5	-0.2	0	5	-6	-1	5	11	-1	13
Cc1cnc(NC(=O)CSc2nnc(-c3ccc(Cl)cc3Cl)n2N)s1	.	i	-4	9	6	-2	-5	8	4	0
CN(C)c1cccc(F)c1C(=O)NC(=O)Nc1ccc(Cl)cc1	0.7	-5.6	.	2	.	13	-6	.	1	15
Cc1nn(C)cc1CN(C)C(=O)C1CCC(=O)N(CCc2cccc(F)c2)C1 (configuration not stated)	0.4	-0.6	.	-1	.	6	.	.	-5	-2
Cc1ccc(NC(=O)c2ccc(-c3cc(Cl)ccc3Cl)o2)c(C)c1	0.8	-0.4	.	7	.	5	.	.	.	25
Cc1cc(N2CCCC2)nc2ccc(NC(=S)NCCCN3CCC(C)CC3)cc12	0.5	-0.3	-10	-17	-4	-10	17	37	28	-10
CN(CC(=O)Nc1cccc(F)c1)C(=O)COc1cccc2c1OC(C)(C)C2	0.4	-0.1	0	22	-11	5	6	5	3	5
COc1ccc(CNC(=O)[C@@H](NC(=O)C2CCN(S(=O)(=O)c3ccccc3)CC2)C(C)C)cc1	2.2	-0.3	-3	9	-8	4	-1	-6	4	9

From PubChem BioAssay

Some of the compounds tested. The share of hits here may be higher or lower than overall.
